Bioassay records as filed in PubChem BioAssay.
DENV2 CPE: inhibitors of DENV2 cytopathic effect, primary screen, cell-based, plate reader, single concentration. CPE inhibition, % at 9.99 µM. 1.7% of 350,000 active. DENV2-infected cells, cytopathic effect rescue; in the data active = CPE inhibition above about 20%, passing the limit was not always enough; inconclusive = no clear call, values can overlap the other calls; tested in BHK-21 cells;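 note: 0% = median of neutral control wells and 100% = median of positive control wells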
FN deposition inh: inhibitors of fibronectin matrix deposition, primary screen, AH1F cells, Alexa488-fibronectin fluorescence, plate reader; AH1F fibroblasts, overnight; inhibition, % at 12.6 µM; 0.086% of 350,000 active; AID 743247, 2014;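 active = mean inhibition across replicates of 30% or more, regardless of how many single replicates reach that level; inconclusive = mean under 30% yet at least half of replicates reach 30%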;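 note: positive control wells lacked labelled fibronectin entirely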
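Assay system: AH1F fibroblast monolayer, labelled fibronectin deposition. Amount: 10000 cells per well. Also added: labelled fibronectin 24 nM. Compound: single-point pinned compound. Incubation: cell attachment 1 h, compound and FN exposure overnight. Detection: fluorescence after three HBSS washes, excitation 485 nm, emission 525 nm. Read-out: inhibition of fibronectin deposition signal.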
EWS-Fli block: EWS/Fli-driven NR0B1 reporter inhibitors, primary screen, A673 cells, NR0B1 luciferase, luminescence, MLPCN library. AID 651661, 2012. viability-normalised. 0.67% of 350,000 active. inhibition, % at 12.6 µM;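 active = mean inhibition of at least 50% after viability correction, with every replicate also passing that limit; inconclusive = mean reaches 50% but only one of two replicates passes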;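 note: firefly luciferase signal divided by Alamar Blue viability fluorescence both relative to DMSO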
INS-1E GSIS act: GLuc luminescence reporter in INS-1E cells, primary screen for activators of glucose-dependent secretion of insulin; INS-1E GLuc reporter insulin secretion, 2-3 h; activation, % at 16.6 µM; 0.61% of 370,000 active;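 active = lowest replicate activation of at least 40%, so every replicate reaches that level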;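 note: 0% = median of neutral control wells and 100% = median of IBMX positive control wells; some compounds called inactive have numbers as strong as hits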
PAX8 inh HTS: inhibitors of PAX8-driven TPO luciferase reporter, primary screen, RMG-I cells, single concentration; 1.2% of 360,000 active; inhibition, % at 12.6 µM; SteadyGlo, 24 h; AID 652154, 2013;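 active = mean replicate inhibition at least 60% with every replicate also reaching 60%; inconclusive = only one of the two criteria is met; inactive = mean below 60% and not all replicates reaching 60%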;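 note: luciferase light reporting Pax8 driven TPO promoter activity; plate controls were median of neutral control wells for no effect and mitoxantrone controls for full effect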
F508del corr: F508del CFTR correction, initial screen, CFBE line, single point | CFBE cells, YFP halide quenching; stimulated with forskolin plus potentiator P3; % fluorescence drop versus neutral controls | 0.36% of 350,000 active | activity (quench increase), % at 7.58 µM;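 active = mean added fluorescence quench of at least 8% versus neutral control, with both replicates also reaching 8%; inconclusive = only one of the mean or replicate conditions met; inactive = mean below 8% and not both replicates reaching 8%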;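 note: cells transiently co-express mutant CFTR-F508del with the halide-sensitive YFP; corrector assay measuring rescue of mutant channel to the surface after 24 h compound exposure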
miR122 inh: miR-122 Renilla sensor signal increase in Huh7, primary screen, miR-122 inhibitor project, cell-based, single point, plate reader; Huh7 miR-122 Renilla luciferase sensor, 48 h; neutral wells = 0, positive control = 100; activation (reporter increase), % at 12.5 µM; 0.3% of 340,000 active;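 active = mean replicate activation score at least 90 and every replicate individually at or above 90; inconclusive = only one of the two criteria met; inactive = neither criterion met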;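 note: higher luciferase means less miR-122 activity so hits act as miR-122 inhibitors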
Starred values were filed as active, the others as inactive; u = inconclusive; x = not tested or not shown; [ ] = another dose, or the depositor's remark.

SMILES	DENV2 CPE	FN deposition inh	EWS-Fli block	INS-1E GSIS act	PAX8 inh HTS	F508del corr	miR122 inh
CCC(C)NC(=O)CN1C(=O)C(CC)Sc2ccccc21 (configuration not stated)	0.8	-3.1	-16.2	8.6	-6.7	0.9	-0.8
CN1CCCCN2[C@@H](CO)[C@H](c3ccc(-c4ccccc4)cc3)[C@@H]2C1	32.3*	x	-1.6	-5.7	-27.1	-1.6	11.8[16.7 µM]
COc1cc(OC)cc(-c2nn[nH]n2)c1	x	-2.6	x	5.5	-16.4	x	1.2
COc1cccc(CNC(=O)[C@@H]2[C@@H](CO)[C@@H]3Cn4c(ccc(-c5cncnc5)c4=O)[C@H]2N3C(C)=O)c1	8.5	x	-2.4	-13.2	-11.5	x	x
COc1ccc(CCN2CC(C(=O)NCCc3ncccc3C)CCC2=O)cc1 (configuration not stated)	33.9*	1.4	5.1	18.5	-4.8	1.1	-1.8
COc1cccc(NC(=O)CN(C)CC(=O)Nc2ccc(Br)cc2)c1	-2.4	x	7.0	-9.6	18.4	2.7	x
O=C(c1ccco1)N1CCN(C(c2ccccc2F)c2nnnn2Cc2cccs2)CC1 (configuration not stated)	x	-3.2	x	x	23.6	x	9.6
O=S(=O)(c1ccc(Br)cc1)n1c(Cc2ccccc2)nc2ccccc21	0.4	-1.8	-9.4	11.5	30.2	x	x
O=C(Nc1ccccc1C(F)(F)F)c1c(F)cccc1Cl	2.5	x	-5.9	0.9	3.3	1.6	x
C[C@H]1CCCCO[C@@H](CN(C)C(=O)Nc2ccc(C(F)(F)F)cc2)[C@@H](C)CN([C@@H](C)CO)C(=O)c2cc(NC(=O)Nc3ccc(F)cc3)ccc2O1	-0.8	-0.6	-7.5	23.8	1.7	8.3*	4.6[16.7 µM]
CCCOc1ccc(C2c3c(oc4cc(C)c(C)cc4c3=O)C(=O)N2CCCN2CCOCC2)cc1 (configuration not stated)	x	-10.7	1.3	-9.2	15.0	1.3	-1.9
CCOC(=O)C1=C(NC(=O)c2ccc(Br)o2)Nc2ccccc2N=C1	x	-0.6	x	x	8.1	x	-9.2
Cc1noc(C)c1NC(=O)Nc1ccc2c(c1)C(=O)N([C@H](C)CO)C[C@@H](C)[C@@H](CN(C)Cc1ccncc1)O2	3.3	x	5.6	-13.8	6.4	1.7	7.8[16.7 µM]
C#CCOCCOCCOCCNc1nc(N2CCN(C(=O)[C@H](CCC(=O)O)n3cc([C@@H](N)CCCCN)nn3)CC2)nc(N2CCN(C(=O)[C@H](CCCCN)n3cc([C@@H](N)CC(N)=O)nn3)CC2)n1	-13.9	-7.1	-4.9	2.8	-16.7	-1.8	-1.7
CN(C(=O)COC(=O)c1cc(-c2ccccc2Cl)nc2ccccc12)C1CCS(=O)(=O)C1 (configuration not stated)	-0.7	x	84.5*	10.1	28.3	x	-1.8
COc1cc(NC(=O)c2cccc(Cl)c2)ccc1NC(=O)c1cccs1	5.2	2.8	-21.7	-9.3	-16.6	-1.2	-1.0
CN(CC(=O)Nc1ccc(Cl)c(Cl)c1)C(=O)C1CCC1	1.4	-4.5	-12.4	-17.5	x	0.1	7.9
CCN(C[C@@H]1N[C@@H](CO)[C@H]1c1ccc(-c2cccc(F)c2)cc1)C(=O)CN(C)C	7.8	10.3	11.5	1.3	31.4	-1.5	-50.0[16.7 µM]
O=c1oc2ccccc2n1Cc1cccc(C(F)(F)F)c1	-4.3	4.0	1.6	8.6	-10.6	0.1	x
Cc1ccsc1C(=O)NCCc1ccc(S(N)(=O)=O)cc1	0.9	-2.8	-2.2	1.4	-14.5	3.1	-4.7
COc1ccc(CCNC(=O)CCCc2ccccc2)cc1OC	-0.6	9.9	-10.2	55.3*	1.9	-1.5	-8.4
CCOC(=O)CCSc1nc(-c2ccc3c(c2)OCO3)cc(C(F)(F)F)c1C#N	5.2	x	10.1	3.1	x	-1.7	x
Cc1ccccc1OCC(=O)N/N=C/c1sc(=O)n(Cc2cccc(C(=O)O)c2)c1Cl	x	1.6	1.9	-8.2	22.3	3.5	x
CNC(=O)COC(=O)c1cc2c(s1)CCCC2	4.9	12.7	-2.5	-19.6	13.7	-2.7	x
COc1cc(/C=C/C(=O)OCC(=O)Nc2cc(S(=O)(=O)N3CCCCC3)ccc2C)ccc1O	21.6*	-2.0	13.7	-1.5	37.9	x	x

A different layout for two compounds above.
smiles: CN1CCCCN2[C@@H](CO)[C@H](c3ccc(-c4ccccc4)cc3)[C@@H]2C1
  DENV2 CPE: 32.3*
  FN deposition inh: x
  EWS-Fli block: -1.6
  INS-1E GSIS act: -5.7
  PAX8 inh HTS: -27.1
  F508del corr: -1.6
  miR122 inh: 11.8[16.7 µM]
smiles: COc1cc(OC)cc(-c2nn[nH]n2)c1
  DENV2 CPE: x
  FN deposition inh: -2.6
  EWS-Fli block: x
  INS-1E GSIS act: 5.5
  PAX8 inh HTS: -16.4
  F508del corr: x
  miR122 inh: 1.2

(cont.)
SMILES	DENV2 CPE	FN deposition inh	EWS-Fli block	INS-1E GSIS act	PAX8 inh HTS	F508del corr	miR122 inh
CC/C(CC(C)(C)c1ccccc1)=N\O	x	1.4	x	13.9	13.2	x	-0.6
CC(=O)Oc1ccc(C(=O)[C@H]2[C@H]3C(=O)N(c4ccccc4)C(=O)[C@H]3[C@@H]3C=CC=NN32)cc1	x	10.6	x	8.1	8.1	x	1.2
CC(=O)Nc1c(C)cc(OCC(=O)O)cc1C	2.6	1.5	4.7	53.4	-19.1	0.7	-11.6
O=C(CSc1ccc2ccccc2c1)Nc1ccncc1	-2.9	x	-6.8	-22.5	x	0.6	-0.7
CC(=O)Nc1ccc(S(=O)(=O)N2CCSCC2)cc1	x	2.4	x	-15.6	x	x	1.6
CCCCCn1c(=O)c2ccccc2n2c(CCl)nnc12	-3.5	13.6	7.7	25.5	18.1	-0.8	x
CCc1ccccc1NC(=S)N(CCN(C)C)C(C)c1cccnc1 (configuration not stated)	-0.1	-3.6	1.2	4.6	-12.6	2.4	0.0
Cc1ccc(S(=O)(=O)N(C)C[C@@H]2Oc3ccc(NC(=O)c4ccncc4)cc3CC(=O)N([C@H](C)CO)C[C@@H]2C)cc1	2.7	x	7.0	-0.4	-20.7	-5.6	21.5[16.7 µM]
COc1ccccc1CNc1nc(NCCOc2ccccc2)c2sccc2n1	5.8	-14.8	18.3	-13.7	20.3	-2.9	-14.1
Cn1c(SCC(=O)NC2CC2)nnc1-c1ccccc1Cl	15.6	x	2.5	-1.2	6.2	-1.9	-4.9
C[C@@H]1CN([C@@H](C)CO)C(=O)c2cc(NC(=O)Nc3ccc(F)cc3)ccc2O[C@@H](C)CCCCO[C@H]1CN(C)Cc1ccc(Cl)c(Cl)c1	4.9	x	4.1	22.9	71.8*	-1.9	0.2[16.7 µM]
C[C@@H]1CN([C@@H](C)CO)C(=O)c2cc(NC(=O)Nc3cccc4ccccc34)ccc2O[C@@H](C)CCCCO[C@@H]1CN(C)C(=O)CCCN(C)C	-11.1	x	-10.5	-0.6	14.0	-0.7	5.5[16.7 µM]
CCOC(=O)C1CCN(C/C=C/c2ccccc2OC)CC1	x	19.6	x	8.4	x	x	-5.3
CC(C)c1ccc(S(=O)(=O)N2CCN(C(=O)C3CCN(C(=O)c4ccc(F)cc4)CC3)CC2)cc1	u	-14.2	x	-35.0	15.8	0.7	-5.9
O=C(C[C@@H]1CC[C@@H]2[C@H](COC[C@H](O)CN2C(=O)c2ccccn2)O1)N1CCN(c2ccccc2)CC1	-12.9	-1.8	-3.9	1.9	-1.9	3.9	4.6[16.7 µM]
c1ccc(-c2ccccc2C2Cc3nnccc3CN2)cc1 (configuration not stated)	-9.5	4.0	24.9	1.0	18.1	0.2	x
COc1cc(/C=C2\SC(=S)N(CCC(=O)Nc3ccc(O)cc3)C2=O)cc(OC)c1OC	-3.1	0.4	21.3	1.0	28.3	-1.4	x
COc1ccc(S(=O)(=O)N2CC[C@@H]3[C@H](CO)Nc4ccc(C#Cc5cccnc5)cc4[C@@H]32)cc1	-5.7	-15.9	3.0	9.7	4.8	-0.9	17.8[16.7 µM]
C[C@@H]1CCCCO[C@@H](CN(C)S(=O)(=O)c2cccs2)[C@@H](C)CN([C@H](C)CO)C(=O)c2cc(NS(=O)(=O)c3cccs3)ccc2O1	18.6	-1.8	-12.2	1.7	-4.6	1.2	10.4[16.7 µM]
O=C(O)c1cnnc2ccccc12	10.6	x	-4.1	x	-9.7	7.3	-3.5
CC1(C)Cc2c(sc3c2C2=NCCN2C=N3)CO1	x	-3.6	x	x	13.6	x	4.0
COc1ccc(CNCC2COc3ccccc3O2)cc1 (configuration not stated)	-0.2	-3.1	-15.3	-10.3	-16.9	-0.1	-2.2
Cc1ccc(S(=O)(=O)N2CC[C@@H]3[C@@H](CO)Nc4ccc(Br)cc4[C@@H]32)cc1	u	1.3	0.6	-12.6	-11.5	1.2	5.9[16.7 µM]
COc1ccc(CN(C)C[C@@H]2OCCCC[C@@H](C)Oc3ccc(NS(=O)(=O)c4ccc(OC)cc4)cc3C(=O)N([C@@H](C)CO)C[C@H]2C)cc1	-0.4	-6.8	1.9	6.3	0.1	1.2	-2.5[16.7 µM]
CC(C)c1ccccc1OCCNC(=S)NC(=O)c1cccnc1	-4.0	-0.8	-10.3	x	16.3	0.8	x

Next part.
SMILES	DENV2 CPE	FN deposition inh	EWS-Fli block	INS-1E GSIS act	PAX8 inh HTS	F508del corr	miR122 inh
O=C(Nc1cccnc1)c1ccccc1Cl	u	1.1	-1.9	34.2	2.0	1.6	-0.7
COc1ccc(CNC(=O)CCn2c(=O)oc3ccccc32)cc1	x	4.7	x	15.0	-4.3	x	-3.1
Cc1ccc(NC(=O)c2ccc(C)c(S(=O)(=O)N3CCOCC3)c2)nc1	5.5	2.9	-11.3	7.6	-20.3	1.8	-6.0
COc1ccccc1S(=O)(=O)N1CCN(S(=O)(=O)c2cccs2)CC1	-8.5	3.3	-1.9	5.8	-8.6	2.4	-14.0
O=C(O)c1ccc(NC(=S)NC2CCCCC2)cc1	x	-3.5	x	-1.3	-16.6	x	-1.4
COc1ccc(-c2csc(N(CCCN3CCOCC3)C(=O)CCl)n2)cc1	14.9	10.9	-0.1	-4.2	3.4	-1.1	1.7
CO[C@@H]1CC[C@@H]2CCOc3c(C#N)cccc3C(=O)N(C)C[C@H](c3ccccc3)CC(=O)N(C)C[C@@H]1O2	3.1	3.3	1.0	-0.5	-10.2	-0.2	x
Cc1noc(C)c1S(=O)(=O)N1Cc2ccccc2CC1C(=O)N(C)C (configuration not stated)	9.0	-2.7	x	18.1	-11.0	0.0	-6.3
Cc1cn2c(N)c(C=C3C=C(Cl)C(=O)C(Cl)=C3)c(=O)nc2s1	16.0	12.0	32.1	-23.9	-17.5	0.3	x
O=C(c1cc(Cl)nc2ccccc12)N1CCN(S(=O)(=O)c2cccc(F)c2)CC1	-4.7	-6.1	2.0	-0.2	-10.6	-2.3	x
C[C@H](CO)N1C[C@H](C)[C@H](CN(C)C(=O)c2ccc(F)cc2)OCc2ccccc2-c2ccccc2C1=O	0.3	-2.0	-8.5	-6.6	-15.6	1.5	x
O=C(Cn1nc(-c2ccc(F)cc2)ccc1=O)Nc1ccc2c(c1)OCCO2	-4.5	-2.8	-1.7	-5.7	-9.3	-0.3	4.1
CCCc1cc(=O)[nH]c(SCc2ccc(Cl)cc2)n1	x	-0.8	x	x	13.0	x	-19.2
CC(NC(=O)c1cc(Br)ccc1Br)c1ccccc1 (configuration not stated)	0.1	8.3	-9.0	10.1	0.4	-0.2	x
O=C1C=C(c2ccccc2)C[C@H](c2cccs2)[C@H]1n1cnc([N+](=O)[O-])c1	x	-1.6	x	-8.1	19.9	x	7.9

An unsorted share of the library (roughly 3.9% active in at least one column).
